Compound activity: PubChem BioAssay, The Scripps Research Institute Molecular Screening Center
PAFAH2 FP inh: PAFAH2 enzyme inhibitors, primary screen, biochemical, fluorescence polarization, human | hit rate 0.99% among 340,000 | AID 492956, 2010 | Platelet-activating factor acetylhydrolase 2, cytoplasmic (Homo sapiens), Q99487 | inhibition, % at 3.39 µM | recombinant PAFAH2, FP-rhodamine activity probe;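 active = inhibition above the mean over all tested compounds plus 3 SD, cut at about 30% in these data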;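 also: inhibitors block probe labeling of enzyme so polarization drops; 0% = enzyme with DMSO and 100% = wells lacking PAFAH2 protein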
PAFAH1B3 FP inh: PAFAH1B3 enzyme inhibitors, primary screen, biochemical, fluorescence polarization, human; Platelet-activating factor acetylhydrolase IB subunit alpha1 (Homo sapiens), Q15102; recombinant PAFAH1B3, FP-rhodamine probe; inhibition, % at 3.39 µM; hit rate 0.28% among 340,000; AID 492972, 2010;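 active = inhibition above the screen-wide average of all tested compounds plus 3 SD, cut at about 25% in these data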;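 also: 0% = enzyme with DMSO only and 100% = wells lacking PAFAH1B3 protein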
Target sequence (Q15102 whole entry, looked up): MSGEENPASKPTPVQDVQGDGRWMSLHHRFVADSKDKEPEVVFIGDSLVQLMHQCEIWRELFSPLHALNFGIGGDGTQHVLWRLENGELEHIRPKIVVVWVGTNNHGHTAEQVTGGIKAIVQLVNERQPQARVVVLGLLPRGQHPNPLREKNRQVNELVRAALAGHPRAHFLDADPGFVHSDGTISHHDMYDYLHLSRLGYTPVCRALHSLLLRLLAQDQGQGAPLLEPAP
PREPL inh: PREPL enzyme inhibitors, primary screen, biochemical, fluorescence polarization | recombinant PREPL, fluorescence polarization activity-based probe | AID 2751, 2010 | Prolyl endopeptidase-like (Homo sapiens), Q4J6C6 | inhibition, % at 5.96 µM | hit rate 0.68% among 320,000; in the data active = inhibition above about 43%;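 also: 0% = enzyme with DMSO and 100% = wells lacking enzyme; many of its hits are not listed in these tables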
pPAFAH FP inh: pPAFAH enzyme inhibitors, primary screen, biochemical, fluorescence polarization, human; Platelet-activating factor acetylhydrolase (Homo sapiens), Q13093; recombinant pPAFAH, FP-rhodamine probe fluorescence polarization; inhibition, % at 3.39 µM; hit rate 1.5% among 330,000;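 active = inhibition above the mean inhibition across the screen plus 3 SD, cut at about 25% in these data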;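 also: inhibitors block binding of the rhodamine activity-based probe so polarization drops; 0% = enzyme with DMSO and 100% = wells lacking pPAFAH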
Target sequence (Q13093 whole entry, looked up): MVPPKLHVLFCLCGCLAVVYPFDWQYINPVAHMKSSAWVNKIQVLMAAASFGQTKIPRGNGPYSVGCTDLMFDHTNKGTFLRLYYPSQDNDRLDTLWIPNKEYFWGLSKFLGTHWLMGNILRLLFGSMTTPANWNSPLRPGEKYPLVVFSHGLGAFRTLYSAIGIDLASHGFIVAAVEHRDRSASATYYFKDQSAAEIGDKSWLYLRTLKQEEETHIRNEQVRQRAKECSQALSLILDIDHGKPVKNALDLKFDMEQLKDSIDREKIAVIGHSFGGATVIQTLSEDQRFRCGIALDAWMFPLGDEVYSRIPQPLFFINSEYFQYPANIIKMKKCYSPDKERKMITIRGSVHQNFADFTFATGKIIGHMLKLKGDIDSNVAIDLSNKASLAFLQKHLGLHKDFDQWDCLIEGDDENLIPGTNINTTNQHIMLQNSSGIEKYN
GSTO1 inh: inhibitors of recombinant GSTO1, primary screen, counter-screen for RBBP9 inhibitor project, biochemical, fluorescence polarization; Glutathione S-transferase omega-1 (Homo sapiens), P78417; activity-based probe fluorescence polarization; inhibition, % at 5.96 µM; hit rate 1.1% among 300,000;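 active = inhibition above the campaign mean inhibition plus 3 SD, cut at about 35% in these data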;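 also: 0% = GSTO1-1 with DMSO and 100% = wells lacking GSTO1-1 enzyme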
Target sequence (P78417 whole entry, looked up): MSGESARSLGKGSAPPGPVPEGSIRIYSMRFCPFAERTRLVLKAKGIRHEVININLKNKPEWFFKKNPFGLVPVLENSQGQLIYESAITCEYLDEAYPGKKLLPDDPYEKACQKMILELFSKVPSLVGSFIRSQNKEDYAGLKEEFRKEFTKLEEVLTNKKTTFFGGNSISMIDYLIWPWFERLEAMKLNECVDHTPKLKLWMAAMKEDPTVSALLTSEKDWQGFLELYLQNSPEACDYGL
LYPLA2 counter: LYPLA2 inhibitors, primary screen, counter-screen for PME1 inhibitor project, biochemical, fluorescence polarization, FP-Rh probe ABPP; Acyl-protein thioesterase 2 (Homo sapiens), O95372; recombinant LYPLA2; inhibition, % at 5.9 µM; hit rate 0.38% among 320,000; AID 2177, 2009;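 active = inhibition above the screen-wide mean plus 3 SD, limit set per campaign, cut at about 26% in these data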;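 also: 0% = LYPLA2 with DMSO and 100% = wells lacking LYPLA2 enzyme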
PAFAH1B2 FP inh: PAFAH1B2 enzyme inhibitors, primary screen, biochemical, fluorescence polarization, human; inhibition, % at 3.39 µM; Platelet-activating factor acetylhydrolase IB subunit alpha2 (Homo sapiens), P68402; AID 492953, 2010; hit rate 1.2% among 340,000; recombinant PAFAH1B2, FP-rhodamine activity probe;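 active = inhibition above the mean of all tested compounds plus 3 SD, cut at about 24% in these data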;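 also: 0% = enzyme with DMSO and 100% = wells lacking PAFAH1B2; many of its hits are not listed in these tables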
PAD4 inh: human PAD4 inhibitors, primary screen, biochemical, fluorescence polarization, 1536-well format; Protein-arginine deiminase type-4 (Homo sapiens), Q9UM07; inhibition, % at 6.36 µM; hit rate 0.41% among 330,000; recombinant PAD4, RCA probe fluorescence polarization; AID 485272, 2010;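 active = percent inhibition above a cutoff equal to the mean of all tested compounds plus 3 SD, cut at about 15% in these data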;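 also: 0% = PAD4 with RCA probe and DMSO and 100% = probe without PAD4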
LYPLA1 inh: LYPLA1 inhibitors, primary screen, counter-screen for PME1 inhibitor project, biochemical, fluorescence polarization, FP-Rh probe ABPP | AID 2174, 2009 | Acyl-protein thioesterase 1 (Homo sapiens), O75608 | hit rate 0.16% among 320,000 | inhibition, % at 5.9 µM | recombinant LYPLA1;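 active = inhibition above the mean of all tested compounds plus 3 SD, set per campaign, cut at about 14% in these data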;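 also: inhibitors block serine hydrolase probe labeling of LYPLA1 so polarization falls; 0% = enzyme with DMSO and 100% = wells lacking LYPLA1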
An asterisk follows results filed as active; . = no result given. These rows are one share of the data; count on the stated rates, not on these rows.

Results follow in this order: PAD4 inh, LYPLA1 inh, PREPL inh, PAFAH1B2 FP inh, PAFAH2 FP inh, GSTO1 inh, LYPLA2 counter, pPAFAH FP inh, PAFAH1B3 FP inh
CCCC(=O)Nc1ccc(NC(=O)Cc2ccccc2)cn1
  -2, -2, 6, 1, 8, 1, -3, 2, 6
OC[C@H]1OC(O)[C@H](O)[C@@H]1O (some centres undefined)
  1, 0, 11, 2, 6, 2, 2, 1, 8
Cn1c(SCC(=O)NCC2COc3ccccc3O2)nnc1C(F)(F)F (centres undefined)
  -2, ., 3, 3, -6, ., ., 2, 13
CC(C)Cn1c(S(=O)(=O)O)nc2ccccc21
  0, -3, 3, 11, -3, 0, -6, 1, -1
Nc1cccc2c3c(oc12)CCCC3
  4, 3, 4, 4, 3, 10, 8, 17, -1
COc1ccc(NC(=O)CC2C(=O)N(Cc3cccs3)C(=S)N2C(C)C)cc1 (centres undefined)
  1, -5, -11, 2, -1, -3, -3, 0, 3
O=C(Cn1cnc2c(OCc3ccccc3)ncnc21)NCCCN1CCCC1=O
  0, ., 7, -3, 9, ., ., -2, 5
Cc1ccc(SCC(=O)OCC(=O)N(C)CC(=O)Nc2ccccc2Cl)cc1C
  -3, 1, 0, 5, -1, -3, -1, 34*, 7
CC1CCc2nn(CC(=O)NCc3ccco3)cc2C1 (centres undefined)
  5, -2, -4, -1, -5, 3, 5, 4, 7
COc1ccccc1NC(=S)N(CCc1ccc(OC)c(OC)c1)Cc1ccccn1
  4, 2, -6, 1, 1, 9, 6, -3, 4
NC(=O)Nn1c(CCC(=O)O)ccc1-c1ccc(Cl)cc1
  2, -3, 4, 4, -4, 13, -4, 2, 6
Cc1ccc(C)c(S(=O)(=O)N2CCN(C(=O)Cc3ccsc3)CC2)c1
  -2, 0, 0, 5, 11, 3, -1, 3, -2
Cc1ccc(C(=O)N/C(=C\c2cccc([N+](=O)[O-])c2)C(=O)NC(Cc2ccccc2)C(=O)O)cc1 (centres undefined)
  -2, 1, 3, 5, -1, -3, -6, -4, 7
Cc1cc(S(=O)(=O)N2CCN(c3ccc(F)cc3)CC2)c(C)s1
  -1, -1, -57, 6, 2, 7, 3, -1, -6
COc1cc(C2SCCS2)cc(Br)c1Oc1ncccc1[N+](=O)[O-]
  1, -3, 1, ., ., 0, -5, 8, .
CCc1c(C)sc(NC(=S)N2CCN(CC)CC2)c1C(=O)OC
  -2, -1, 7, 7, 2, 14, 1, 3, -6
C(=C\c1ccccc1)/CSc1nnc(-c2cccnc2)o1
  0, -3, 2, 0, 2, 7, 8, 4, 6
CC1(C)Cc2c(cnn2-c2ccc(F)cc2)C(NC(=O)CN2CCCC2=O)C1 (centres undefined)
  0, -5, -10, 2, -3, -1, 4, 5, 4
O=[N+]([O-])c1ccc(/C=[N+](\[O-])CCO)o1
  -5, 3, -8, 5, -4, 27, 1, 5, 2
O=C(O)CCCC(=O)Nc1ccccc1-n1ccnc1
  1, 2, -3, 1, -3, 0, -1, 6, 0

Limited to PAFAH1B3 FP inh, pPAFAH FP inh and PREPL inh, for some of the entries so far:
SMILES	PAFAH1B3 FP inh	pPAFAH FP inh	PREPL inh
CCc1c(C)sc(NC(=S)N2CCN(CC)CC2)c1C(=O)OC	-6	3	7
C(=C\c1ccccc1)/CSc1nnc(-c2cccnc2)o1	6	4	2

Later entries.
Results follow in this order: PAD4 inh, LYPLA1 inh, PREPL inh, PAFAH1B2 FP inh, PAFAH2 FP inh, GSTO1 inh, LYPLA2 counter, pPAFAH FP inh, PAFAH1B3 FP inh
COc1ccc(C(CC(=O)N2CCCC(C)C2)c2c(OC)cc(OC)c3ccc(=O)oc23)cc1 (centres undefined)
  -8, -3, 1, 1, -1, 2, -6, 4, -8
Cc1ccc2nc3n(c(=O)c2c1)-c1ccc(Cl)cc1C(=O)NC3Cc1ccccc1 (centres undefined)
  -1, -6, -2, ., ., ., -10, -6, .
Cc1cccc(N2C(=S)NC3c4cc(Cl)ccc4OC2(C)C3C(=O)N(C)C)c1 (centres undefined)
  -2, -2, 13, -5, -4, 2, 2, 5, -2
Cc1ccc(-c2nc(C)sc2CC(=O)OCC(=O)Nc2cccc([N+](=O)[O-])c2)cc1
  0, -10, 6, 6, 3, -2, -7, 10, -2
Cn1cccc1-c1nc2ccc(NC(=O)c3cccs3)cc2[nH]1
  -7, -6, 13, 5, -5, -1, -7, 3, 4
COc1ccc(OC)c(NC(=O)c2oc3c(c2C)C(O)CC(C)(C)C3)c1 (centres undefined)
  -6, -1, 17, 0, -5, 6, 6, 5, -12
Cc1cc(C)nc(NC(=O)CSc2nnnn2-c2ccccc2)n1
  4, -3, 8, 5, -5, -2, 1, 3, 2
Cc1nc2oc3c(=O)[nH]cnc3c2c2c1COC(C)(C)C2
  -4, 1, 12, 7, -3, -2, 0, -2, 3
COC(=O)c1ccc(NC(=S)NC2c3ccccc3CC2O)cc1 (centres undefined)
  -4, 1, -7, ., ., 0, 0, 1, .
CC1(C)CSC(=NCc2ccccc2)N1C(=O)c1cccc([N+](=O)[O-])c1
  -1, 2, -6, 4, 1, 0, -2, 1, 2
O=C1c2ccccc2C(=O)N1c1ccc(Br)c2cccnc12
  -14, -3, 17, 5, 7, 1, 1, 1, 3
CC(=O)c1c(OC(=O)c2ccccc2)c2ccccc2n1C
  3, -1, 18, -6, -4, 2, 1, 81*, 5
O=C(Nc1ccc(OC(F)(F)F)cc1)c1[nH]ncc1[N+](=O)[O-]
  -2, 2, -4, 3, 37*, 7, 7, 18, 6
CCC1CCCCN1CCCNC(=O)Cn1nc(-c2ccc(C)cc2)ccc1=O (centres undefined)
  -2, -3, 27, 5, 1, -10, -1, 4, 3
CCC1=NN2C(=N)/C(=C\c3cccn3-c3ccc(Cl)cc3)C(=O)N=C2S1
  -2, 0, 5, 42*, 5, -8, 1, 3, 1
CCOC(=O)C1=C(CS(=O)(=O)c2ccccc2)NC(=O)NC1c1ccc(O)c(OC)c1 (centres undefined)
  -1, -1, 3, 2, -1, 0, 6, 1, 0
COC(=O)/C(C#N)=C/c1c(Oc2cccc(C)c2C)nc2ccccn2c1=O
  8, 4, -1, 0, 8, -4, 8, 3, 10
O=C(NCc1cccnc1)c1cccc(S(=O)(=O)Nc2cccc(Cl)c2)c1
  -5, -4, -3, 3, 3, ., 3, 22, 2
Brc1ccc(Oc2nsnc2N2CCOCC2)cc1
  -5, -1, 0, 0, -6, -1, 3, 22, 9
CC(C)CN1CCN(CC#Cc2ccccc2)CC1CCO (centres undefined)
  -2, -3, -2, 4, 2, 5, 1, 3, 3

Entries of single compounds, quoted from the list.
O=C(NCc1cccnc1)c1cccc(S(=O)(=O)Nc2cccc(Cl)c2)c1 is listed with PAD4 inh = -5; LYPLA1 inh = -4; PREPL inh = -3; PAFAH1B2 FP inh = 3; PAFAH2 FP inh = 3; GSTO1 inh = .; LYPLA2 counter = 3; pPAFAH FP inh = 22; PAFAH1B3 FP inh = 2
CCC1=NN2C(=N)/C(=C\c3cccn3-c3ccc(Cl)cc3)C(=O)N=C2S1 is listed with PAD4 inh = -2; LYPLA1 inh = 0; PREPL inh = 5; PAFAH1B2 FP inh = 42*; PAFAH2 FP inh = 5; GSTO1 inh = -8; LYPLA2 counter = 1; pPAFAH FP inh = 3; PAFAH1B3 FP inh = 1
CCC1CCCCN1CCCNC(=O)Cn1nc(-c2ccc(C)cc2)ccc1=O (centres undefined) is listed with PAD4 inh = -2; LYPLA1 inh = -3; PREPL inh = 27; PAFAH1B2 FP inh = 5; PAFAH2 FP inh = 1; GSTO1 inh = -10; LYPLA2 counter = -1; pPAFAH FP inh = 4; PAFAH1B3 FP inh = 3

Going on with the list:
Results follow in this order: PAD4 inh, LYPLA1 inh, PREPL inh, PAFAH1B2 FP inh, PAFAH2 FP inh, GSTO1 inh, LYPLA2 counter, pPAFAH FP inh, PAFAH1B3 FP inh
COc1ccc(C(=O)C[n+]2ccc(-c3nnc4n3CCC4)cc2)cc1
  -1, 3, 15, 0, -9, 5, 3, 4, 0
N#CC1=C(N)Oc2c(ccc3ccccc23)C1c1cccs1 (centres undefined)
  -11, 2, -38, ., ., 9, 6, 8, .
CC1(OC(=O)C2CCCC2)C(=O)C=C2C=C3CCCN3C=C2C1=O (centres undefined)
  -2, -1, 13, ., ., 21, 1, 15, .
O=C(NCCN1CCOCC1)c1cc(-c2ccc(Cl)cc2)on1
  0, 0, 12, -2, -10, 0, 5, 7, -2
COc1ccc(Nc2nc(S(=O)(=O)c3ccc(C)cc3)c(Cl)s2)cc1
  0, -9, 0, 1, 7, -1, -12, 0, -3
COc1ccc(C(=O)c2c[nH]c(C(=O)NCc3ccco3)c2)cc1
  -1, -2, -8, -1, -3, -10, 1, 1, 0
CC1Nc2ncnc(N3CCc4ccccc4C3)c2N(Cc2ccc(Br)cc2)C1=O (centres undefined)
  -2, -6, -61, 3, -19, -4, -11, 3, -14
COc1ccccc1NS(=O)(=O)c1cc(C(=O)N2CCN(C/C=C/c3ccccc3)CC2)ccc1C
  -4, 1, 41, 5, 3, -6, 11, 5, 2
Nc1ccc(S(=O)(=O)Nc2nccc(/C=C/c3ccc(Br)s3)n2)cc1
  -8, -3, 15, 2, 6, -23, -9, 24, 2
OCCOCCn1c(C(CO)Nc2nc(-c3cccc(Br)c3)cs2)nc2ccccc21 (centres undefined)
  -5, 0, 27, 0, 14, 11, -4, -5, -2
COc1ccccc1/C=C/C(=O)OCCCN(C)C
  -1, 2, 3, 0, -1, 4, -1, 2, 3
Cc1ccc(C)c(OCC(=O)Nc2c[nH]c(=O)[nH]c2=O)c1
  2, -10, 2, 2, 2, -2, -10, -2, 11
CCC/C(O)=C1\C(=O)CCCC1=NCCCCCC(=O)O
  3, 1, 8, 0, 4, -4, -2, 5, 0
